# Screens from PubChem.
# VCAM1 TNFa inh = inhibitors of TNFa-induced VCAM1 expression, primary screen, imaging, HUVEC, TNFa stimulus, immunofluorescence. HUVEC TNFa-induced VCAM-1 immunofluorescence, high-content imaging. inhibition, % at 2 µM. actives 0.48% (n = 95,000);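 active = inhibition above the batch mean plus 3 SD, with images confirmed as a hit by eye, cut at about 37% in these data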;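 note: 0% = TNF-stimulated DMSO wells and 100% = unstimulated control wells; not every result past the cut was called active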
# PLK1 kinase inh = human PLK1 kinase inhibitors, primary screen, biochemical, TR-FRET; Serine/threonine-protein kinase PLK1 (Homo sapiens), P53350; recombinant PLK1 kinase, TR-FRET peptide phosphorylation; inhibition, % at 10 µM; actives 0.53% (n = 97,000);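 active = inhibition of 50% or more in the single-concentration screen; inactive = inhibition below 50%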;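 note: 0% = DMSO max control and 100% = H-89 dihydrochloride min control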
# Target sequence (P53350 whole entry, looked up): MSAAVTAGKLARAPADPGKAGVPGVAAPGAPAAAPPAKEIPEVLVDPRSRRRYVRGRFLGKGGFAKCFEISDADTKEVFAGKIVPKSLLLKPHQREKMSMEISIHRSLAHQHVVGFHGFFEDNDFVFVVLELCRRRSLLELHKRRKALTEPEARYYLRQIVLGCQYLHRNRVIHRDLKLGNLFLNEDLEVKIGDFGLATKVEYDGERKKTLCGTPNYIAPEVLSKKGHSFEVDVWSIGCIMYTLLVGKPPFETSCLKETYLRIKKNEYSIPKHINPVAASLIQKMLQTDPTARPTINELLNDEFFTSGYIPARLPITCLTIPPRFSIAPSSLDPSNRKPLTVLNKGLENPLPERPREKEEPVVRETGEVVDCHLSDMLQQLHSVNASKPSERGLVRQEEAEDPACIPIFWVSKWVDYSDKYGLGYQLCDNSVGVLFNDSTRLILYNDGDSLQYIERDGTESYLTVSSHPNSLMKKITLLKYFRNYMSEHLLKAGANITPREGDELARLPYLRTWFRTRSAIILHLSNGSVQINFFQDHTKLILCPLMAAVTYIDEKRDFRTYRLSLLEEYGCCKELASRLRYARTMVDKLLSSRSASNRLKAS
# DAT uptake mod = changed hDAT dopamine uptake under cocaine IC80, either direction, primary screen, cocaine antagonist project, cell-based, LLC-PK1 hDAT, [14C]-dopamine uptake, MLSMR | AID 449768, 2010 | actives 1.3% (n = 110,000) | B-score at 10 µM | LLC-PK1 hDAT cells, [14C]-dopamine uptake with cocaine IC80; actives deviate in either direction;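 active = Z score or B-score, a plate-position-corrected score, falls beyond the plate's 99.7% confidence bounds, in either direction; inactive = both scores lie inside the 99.7% bounds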;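 note: scored against the spread of the other compound wells on the same plate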
# F-actin modifier = modifiers of F-actin cytoskeleton organization, primary screen, imaging, HUVEC, phalloidin staining, high-content imaging; HUVEC TNFa F-actin phalloidin imaging; inhibition, % at 2 µM; actives 0.18% (n = 91,000); AID 836, 2007;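 active = inhibition above the batch mean plus 3 SD and confirmed as a hit by visual image inspection, cut at about 30% in these data, passing the limit was not always enough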; note: strong numbers were not always called active
# sEH inh = soluble epoxide hydrolase inhibitors, primary screen, biochemical, human sEH; inhibition, % at 2 µM; recombinant human sEH enzymatic activity assay; actives 0.34% (n = 91,000); in the data active = inhibition above about 80%; note: values of inactives mirror those of a sister screen read the other way; many of its hits are not listed in these tables
# TNFa cytotox = cytotoxicity in TNFa-stimulated HUVEC, primary screen, cytotoxicity control for VCAM1 expression modulator project, imaging, Hoechst nuclei count; HUVEC TNFalpha-stimulated, Hoechst cell count; cell count reduction, % at 2 µM; actives 0.17% (n = 93,000);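 active = cell count reduction exceeding the screen mean by over 5 SD, scaled to untreated wells per plate, cut at about 78% in these data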;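 note: cells counted after 24 h of TNF alpha exposure following the 1 h pretreatment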
# PLK1 PBD inh = Plk1 polo box domain binding inhibitors, primary screen, biochemical, fluorescence polarization; Plk1 PBD phosphopeptide binding; inhibition, %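 (tested at about 20 µM)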; AID 693, 2007; actives 0.13% (n = 97,000); in the data active = inhibition above about 34%, passing the limit was not always enough
# Ecoli WT expand = growth inhibitors of wild-type E. coli, primary screen, strain BW25113, expanded library, OD600; OD600 absorbance; growth inhibition, % at 100 µM; actives 0.15% (n = 98,000); AID 710, 2007;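 active = growth inhibition above about 50% at one test dose, limit read from the data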;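 note: growth measured after 20 h incubation at 37 °C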
# IL1B cytotox = cytotoxicity in IL-1B stimulated HUVEC, primary screen, cytotoxicity control for IL-1B NFkB translocation project, imaging, Hoechst nuclear count, IL-1B stimulus; AID 845, 2007; HUVEC cell count loss; cell count reduction, % at 2 µM; actives 0.41% (n = 94,000);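 active = cell count reduction more than 3 SD above the screen-wide mean, cut at about 70% in these data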;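 note: normalized per plate to untreated control cells as the no-loss baseline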
# An asterisk follows results filed as active; / = no result given.
SMILES,VCAM1 TNFa inh,PLK1 kinase inh,DAT uptake mod,F-actin modifier,sEH inh,TNFa cytotox,PLK1 PBD inh,Ecoli WT expand,IL1B cytotox
COc1cccc(C(=O)Nc2nnc(C(C)C)s2)c1,-16,-17,0.45,2,-6,/,6,/,-28
CCOC(=O)N1CCN(C(=O)C2CCN(S(=O)(=O)c3c(C)cc(C)cc3C)CC2)CC1,1,4,0.97,/,-5,-8,6,2,-9
Cn1c(=O)c2c(nc(N3CCN(c4ccccn4)CC3)n2Cc2ccccc2Cl)n(C)c1=O,7,1,-0.028,-27,8,3,-11,-8,0
Cc1cc(C)c(C(=O)CSC2=NC(N)=C(C#N)C3(CCCCC3)C2C(N)=O)cc1C (stereo unspecified),-1,-1,1.9,-11,0,-14,-28,-3,-1
COc1ccc(NC(=O)Nc2cccc3cccnc23)cc1,-10,-10,1,-11,/,7,-7,-12,-35
CCN(CC)CCN1C(=O)C(=O)/C(=C(/O)c2ccncc2)C1c1ccccc1F (stereo unspecified),-13,-5,-0.18,0,1,11,-3,-15,4
Cn1c(C(=O)Nc2ccc3c(c2)OCCO3)cc2sccc21,-1,-5,2.2*,-26,-2,-12,4,1,24
CCOC(=O)Cc1c[nH]c2ccccc12,-2,7,-0.91,-11,7,-2,-9,-3,-2
C#CCSC1=C(C#N)C(c2cccs2)C(C(=O)OCC)=C(C)N1 (stereo unspecified),-17,-10,0.91,-4,/,49,-2,-5,24
Cc1ccc(/C=C/C2=NN(Cc3ccc(Cl)c(Cl)c3)C(=O)CC2)cc1,4,1,-0.19,6,-2,-17,20,-5,-49
O=c1cc(CSc2nnnn2-c2ccccc2)[nH]c2[nH]n(-c3ccccc3)c(=O)c12,-10,-2,0.71,-12,-12,-2,7,3,-10
O=C(c1ccco1)N1CCN=C1SCc1cccc(F)c1,0,-9,0.47,-6,2,-29,14,-15,4
CC1CCN(c2nc(-c3ccccc3O)nc3ccccc23)CC1,19,-17,-0.0086,-22,3,10,14,-12,14
O=C(NCCN1CCN(c2ccccc2)CC1)C1CCCN(S(=O)(=O)c2cnc[nH]2)C1 (stereo unspecified),11,-9,-0.56,21,4,-18,-24,2,2
COc1ccc(OC)c(S(=O)(=O)N(C)CC(=O)N2CCN(c3ccccc3)CC2)c1,14,-11,0.4,1,0,-11,-27,3,-137
COc1ccc(N2C(=O)CC(N3CCCC4CCCCC43)C2=O)cc1 (stereo unspecified),-4,-12,0.18,4,-9,11,5,1,-1
CCCc1cc2c(cc1NC(=O)c1ccccc1C)OCO2,-2,-6,-1.2,-9,-19,8,4,-6,39
COc1ccc(Cc2nnc(NS(=O)(=O)Cc3ccccc3)s2)cc1,20,-7,-1,-40,3,-17,-14,1,-13
CC1CCN(S(=O)(=O)c2ccc(NC(=O)Cn3nnc(-c4ccccc4F)n3)cc2)CC1,3,-9,-1.2,9,36,-22,36,-7,24
CCC(NC(=O)c1ccc([N+](=O)[O-])cc1[N+](=O)[O-])c1ccccc1 (stereo unspecified),4,12,-0.58,-4,-6,-11,21,-6,-4

# A few values from the list:
# Entry of COc1ccc(OC)c(S(=O)(=O)N(C)CC(=O)N2CCN(c3ccccc3)CC2)c1 under DAT uptake mod: 0.4
# Entry of CC1CCN(c2nc(-c3ccccc3O)nc3ccccc23)CC1 under DAT uptake mod: -0.0086
# Entry of CCC(NC(=O)c1ccc([N+](=O)[O-])cc1[N+](=O)[O-])c1ccccc1 (stereo unspecified) under F-actin modifier: -4

# (further entries)
SMILES,VCAM1 TNFa inh,PLK1 kinase inh,DAT uptake mod,F-actin modifier,sEH inh,TNFa cytotox,PLK1 PBD inh,Ecoli WT expand,IL1B cytotox
Cc1oc2ccc(OCc3ccc(F)cc3)cc2c1C(=O)O,23,-5,-0.74,-6,-16,0,7,-1,23
O=C(CSc1nnc(-c2cccnc2)n1Cc1ccco1)Nc1nc(-c2ccc(F)cc2)cs1,-2,-9,0.55,32,9,-8,11,5,-3
COc1ccccc1NS(=O)(=O)c1ccc2c(c1)n(C)c(=O)n2C,-8,-10,-0.097,-16,0,-11,-3,7,-9
O=C(NCc1ccccn1)C1CC(c2ccc(Cl)c(Cl)c2)=NO1 (stereo unspecified),14,-9,-0.52,-3,5,2,-22,-4,6
Cc1ccc(N/C=C/C(=O)C(C)(C)C)c(O)c1,10,-4,0.42,13,3,-14,8,-3,-2
CCCC(C)C(=O)Nc1ccc(NC(C)=O)cc1 (stereo unspecified),-15,-11,-1.1,-18,4,-6,-15,-1,-1
O=C1CCCCCN1C(=O)c1ccc(C(=O)N2CCCCCC2=O)cc1,-4,-10,-0.062,16,12,45,3,1,0
O=C(CCN1C(=O)C2C3C=CC(C3)C2C1=O)NC1CCCc2ccccc21 (stereo unspecified),2,-10,-1.3,-9,13,9,-12,2,-30
Nc1ncnc2c1ncn2C1CCC(CO)C(O)C1 (stereo unspecified),-3,-5,-0.17,-1,0,3,4,6,-23
c1cncc(-c2nn3cnnc3s2)c1,7,-4,-0.0045,16,1,-25,1,1,13
CN(C)CCCNC(=O)c1cc(Br)ccc1Cl,4,-38,0.62,6,-14,0,-2,5,32
CCN(CC)S(=O)(=O)c1ccc(-c2ccc(S(=O)(=O)N(CC)CC)cc2)cc1,-8,-2,0.59,2,-11,-14,-18,-12,-3
CCN(CC)S(=O)(=O)c1ccc(NC(=O)CSc2nnc(-c3ccc(F)cc3)o2)cc1,-11,-15,0.26,-8,6,0,-17,-29,16
C=CCOn1c(=O)c(=O)n(OCc2ccccc2)c2ccccc21,-96,-19,1.9,-4,9,-20,-5,11,-15
C=CCNC(=S)N1CCN(CCN=CC2=C(O)CC(c3cccs3)CC2=O)CC1 (stereo unspecified),7,-7,0.19,-2,-9,5,5,-12,-13
COc1ccc(OC)c(NC(=O)c2c(NC(=O)CNCc3ccco3)sc3c2CCC3)c1,-8,-8,-0.39,10,2,-13,1,-13,21
COc1ccc(/C=C/C(=O)c2c(O)cc(C)oc2=O)c(OC)c1,5,-26,0.59,-1,-8,3,2,-11,0
O=C(OCCCc1ccncc1)c1ccc(S(=O)(=O)N2CCOCC2)cc1,-27,-15,-0.038,32,10,-29,-4,1,4
CCn1cc(Br)c(C(=O)N2CCN(c3ccccc3)CC2)n1,-35,-11,-0.45,2,2,-12,-13,2,3
Cc1ccc(CSc2nc3ccccc3c(=O)n2Cc2ccco2)cc1,5,-17,0.56,-14,2,6,-2,/,-16

# Profiles as entered above:
# C=CCOn1c(=O)c(=O)n(OCc2ccccc2)c2ccccc21 reads VCAM1 TNFa inh: -96; PLK1 kinase inh: -19; DAT uptake mod: 1.9; F-actin modifier: -4; sEH inh: 9; TNFa cytotox: -20; PLK1 PBD inh: -5; Ecoli WT expand: 11; IL1B cytotox: -15
# COc1ccc(/C=C/C(=O)c2c(O)cc(C)oc2=O)c(OC)c1 reads VCAM1 TNFa inh: 5; PLK1 kinase inh: -26; DAT uptake mod: 0.59; F-actin modifier: -1; sEH inh: -8; TNFa cytotox: 3; PLK1 PBD inh: 2; Ecoli WT expand: -11; IL1B cytotox: 0
# CCN(CC)S(=O)(=O)c1ccc(-c2ccc(S(=O)(=O)N(CC)CC)cc2)cc1 reads VCAM1 TNFa inh: -8; PLK1 kinase inh: -2; DAT uptake mod: 0.59; F-actin modifier: 2; sEH inh: -11; TNFa cytotox: -14; PLK1 PBD inh: -18; Ecoli WT expand: -12; IL1B cytotox: -3

# The list continues.
SMILES,VCAM1 TNFa inh,PLK1 kinase inh,DAT uptake mod,F-actin modifier,sEH inh,TNFa cytotox,PLK1 PBD inh,Ecoli WT expand,IL1B cytotox
CCCOc1c(Br)cc(/C=N/O)cc1OC,13,-2,-0.21,-3,-11,-4,-6,13,6
c1ccc2c(c1)[nH]c1c(N3CCSCC3)ncnc12,/,32,/,/,3,/,4,18,-3
O=C(NCc1ccccn1)c1ccc(Cn2cc(Br)cn2)o1,3,-7,-0.86,10,-17,-18,2,4,16
CC1(C(=O)N(CC(=O)NC2CCCC2)Cc2ccco2)CC(=O)N=C2C=CC=CN21 (stereo unspecified),-22,-9,-0.68,10,/,18,-9,4,2
CCCN1C2CCCC1CC(NC(=O)c1ccc(F)cc1)C2 (stereo unspecified),-6,0,-0.032,-1,14,-27,1,0,-34
CCCCNC(=O)C(NS(=O)(=O)c1cccc2nsnc12)c1ccccc1 (stereo unspecified),/,-6,-0.42,/,-8,/,-37,-3,/
O=C(O)CCC(=O)OCC1CCCO1 (stereo unspecified),16,-12,0.55,-34,8,-9,-9,0,0
CN(CC(=O)NCc1ccco1)S(=O)(=O)c1cccc2cccnc12,21,-6,-1.7,6,9,-4,-33,-6,0
Cc1n(CC(O)COCc2ccccc2)c2ccccc2[n+]1C (stereo unspecified),10,-8,/,-7,1,14,8,-2,-41
Cc1nc(NC(=O)c2ccccc2)sc1-c1csc(Nc2cccc(Cl)c2)n1,-5,-15,1.4,-44,54,-21,-1,-4,8
O=C(Cc1ccccc1)Nc1ccccc1CO,-8,-3,-0.59,-16,0,3,1,5,15
c1ccc(CSc2nnc(NC3=NCCCCC3)s2)cc1,5,-9,1.9,22,2,-41,5,0,-1
Brc1cccc(C2CC(c3ccccc3)n3nnnc3N2)c1 (stereo unspecified),-13,-9,0.32,/,-4,-15,3,14,-74
COc1ccc(N(C(=O)c2ccco2)S(=O)(=O)c2ccc(F)cc2)cc1,24,-9,-0.11,-6,2,10,-23,/,-93
Cc1ccc(S(=O)(=O)NCc2ccc(C(=O)N3CCN(Cc4ccccc4)CC3)cc2)cc1,-9,-8,1.8,/,-6,-4,14,1,-12
CCc1nnc(NC(=O)CSc2nnc(Cc3ccccc3)o2)s1,17,-8,-0.67,-112,5,-1,-25,-10,-11
O=C(NCc1ccc2c(c1)OCO2)c1ccc(COc2cc(Cl)ccc2Cl)o1,0,6,0.63,11,21,6,-16,-13,2
CCOC(=O)C1=C(C)NC(=O)C(C(N)=O)C12CCCCC2 (stereo unspecified),-27,-18,-0.89,18,11,-26,-16,-1,2
CC1CCC(NS(=O)(=O)c2ccc3c(c2)n(C)c(=O)c(=O)n3C)CC1 (stereo unspecified),5,-1,-1.6,-11,/,-2,44,7,0

# Part of the list above in order of molecular weight, high to low.
SMILES,VCAM1 TNFa inh,PLK1 kinase inh,DAT uptake mod,F-actin modifier,sEH inh,TNFa cytotox,PLK1 PBD inh,Ecoli WT expand,IL1B cytotox
CC1CCC(NS(=O)(=O)c2ccc3c(c2)n(C)c(=O)c(=O)n3C)CC1 (stereo unspecified),5,-1,-1.6,-11,/,-2,44,7,0
CCc1nnc(NC(=O)CSc2nnc(Cc3ccccc3)o2)s1,17,-8,-0.67,-112,5,-1,-25,-10,-11
Brc1cccc(C2CC(c3ccccc3)n3nnnc3N2)c1 (stereo unspecified),-13,-9,0.32,/,-4,-15,3,14,-74
